# Assay outcomes deposited in PubChem by several laboratories.
# GLD-1 TGE inh: GLD-1-TGE RNA interaction inhibition (C. elegans); Q17339; purified GLD-1 + fluorescein TGE RNA, fluorescence polarization; inhibition, % at 5.96 µM; actives 0.44% (n = 320,000); AID 2280;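 active means percent inhibition above a per-plate cutoff, the plate mean of test compounds plus 3 SD, cut at about 30% in these data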;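 further: 0% = DMSO wells with GLD-1 and probe and 100% = wells lacking GLD-1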
# MCL1-BIM inh: MCL1-BIM-BH3 interaction inhibition (human); Q07820; GST-MCL1 / FITC-Bim-BH3 fluorescence polarization; inhibition, % at 10.9 µM; actives 0.68% (n = 320,000);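 active means inhibition above the mean inhibition of all tested compounds plus 3 SD, set per campaign, cut at about 40% in these data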;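 further: 0% = DMSO wells and 100% = unlabeled Bim-BH3 peptide control; higher means more loss of mP so more displacement of Bim peptide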
# Target sequence (Q07820 whole entry, looked up): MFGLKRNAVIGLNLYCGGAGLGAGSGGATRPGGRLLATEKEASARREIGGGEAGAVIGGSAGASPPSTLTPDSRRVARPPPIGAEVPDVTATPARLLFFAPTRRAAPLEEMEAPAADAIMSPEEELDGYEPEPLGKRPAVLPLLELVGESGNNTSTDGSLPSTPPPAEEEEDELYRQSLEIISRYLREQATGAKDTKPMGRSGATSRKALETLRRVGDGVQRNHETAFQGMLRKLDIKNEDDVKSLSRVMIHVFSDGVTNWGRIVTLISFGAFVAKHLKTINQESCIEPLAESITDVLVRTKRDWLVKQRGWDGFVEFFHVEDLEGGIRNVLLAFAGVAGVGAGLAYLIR
# PME-1 inh: blocks human protein phosphatase methylesterase 1; inhibition, % at 5.9 µM; actives 0.53% (n = 320,000); Q9Y570; recombinant PME-1, FP-Rh probe fluorescence polarization; AID 2130;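 active means inhibition above the campaign mean of all compounds plus 3 SD, cut at about 26% in these data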;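 further: competitive labeling of PME-1 active site by serine hydrolase directed probe; 0% = PME-1 with DMSO and 100% = wells lacking PME-1 enzyme; inhibitors block probe labeling so polarization falls and inhibition rises; many of its hits are not listed in these tables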
# pPAFAH FP inh: pPAFAH (human) enzyme inhibition | Q13093 | recombinant pPAFAH, FP-rhodamine probe fluorescence polarization | inhibition, % at 3.39 µM | actives 1.5% (n = 330,000) | AID 463082;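 active means inhibition above the mean inhibition across the screen plus 3 SD, cut at about 25% in these data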;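 further: inhibitors block binding of the rhodamine activity-based probe so polarization drops; 0% = enzyme with DMSO and 100% = wells lacking pPAFAH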
# MEX-5 binding: C. elegans MEX-5 TCR-2 RNA binding activity | Q9XUB2 | MEX-5/FITC-TCR2 RNA binding, fluorescence polarization; active compounds read low | activity score (negative = inhibition of binding), % at 10 µM | actives 0.38% (n = 300,000) | AID 1832;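 active means inhibition past about -25% in most replicates, and total fluorescence under double the plate's negative control median, limit read from the data; inconclusive means replicates evenly split on the limit, or fluorescence at least double controls; inactive means too little inhibition in most replicates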;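 further: 0% = DMSO and -100% = 5 µM competing unlabeled TCR2 RNA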
# Target sequence (Q9XUB2 whole entry, looked up): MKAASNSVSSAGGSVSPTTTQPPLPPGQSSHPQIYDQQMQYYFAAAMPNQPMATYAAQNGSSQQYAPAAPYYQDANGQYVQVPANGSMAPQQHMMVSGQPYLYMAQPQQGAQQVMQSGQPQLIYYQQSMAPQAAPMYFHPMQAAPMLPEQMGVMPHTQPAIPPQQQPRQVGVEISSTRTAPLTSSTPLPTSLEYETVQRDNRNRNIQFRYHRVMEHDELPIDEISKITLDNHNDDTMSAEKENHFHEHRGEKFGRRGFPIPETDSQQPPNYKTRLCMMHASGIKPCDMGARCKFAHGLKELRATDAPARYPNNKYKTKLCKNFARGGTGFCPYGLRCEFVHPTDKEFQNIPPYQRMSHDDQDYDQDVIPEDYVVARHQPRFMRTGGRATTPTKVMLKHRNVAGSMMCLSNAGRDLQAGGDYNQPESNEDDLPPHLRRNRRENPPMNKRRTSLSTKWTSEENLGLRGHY
# Fam108B inh: blocks mouse Fam108B hydrolase in RBBP9 counter-screen; AID 1947; inhibition, % at 9.51 µM; actives 0.33% (n = 300,000); recombinant Fam108B, FP-Rh probe fluorescence polarization;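 active means inhibition above the screen mean inhibition plus 3 SD, computed separately per campaign, cut at about 18% in these data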;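 further: inhibitors lower polarization as less probe binds the enzyme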
# PAFAH1B2 inh: inhibitors of human PAFAH1B2; recombinant PAFAH1B2, FP-rhodamine activity probe, fluorescence polarization; inhibition, % at 3.39 µM; actives 1.2% (n = 340,000); AID 492953;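 active means inhibition above the mean of all tested compounds plus 3 SD, cut at about 24% in these data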;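 further: 0% = enzyme with DMSO and 100% = wells lacking PAFAH1B2; many of its hits are not listed in these tables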
# Target sequence (P68402 whole entry, looked up): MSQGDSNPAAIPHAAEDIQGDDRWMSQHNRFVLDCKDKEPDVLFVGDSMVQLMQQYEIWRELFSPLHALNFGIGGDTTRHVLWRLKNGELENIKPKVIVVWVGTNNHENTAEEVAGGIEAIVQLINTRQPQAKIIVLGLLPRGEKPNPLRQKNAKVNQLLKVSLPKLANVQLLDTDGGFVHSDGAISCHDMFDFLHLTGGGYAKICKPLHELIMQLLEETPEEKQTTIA
# AHR act: human AHR activation; AID 2796; actives 2.5% (n = 320,000); activation, % at 5 µM; P35869; AHR-responsive luciferase reporter cells, luminescence; in the data active means activation above about 47%;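 further: 0% = vehicle wells and 100% = reference agonist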
# Bcl-xL primary: blocks human Bcl-xL binding to Bim BH3 peptide. actives 0.7% (n = 320,000). GST-Bcl-xL / FITC-Bim BH3 peptide fluorescence polarization. inhibition, % at 10.9 µM. AID 2129;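 active means inhibition above the mean of all tested compounds plus 3 SD, cutoff set per campaign, cut at about 30% in these data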;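 further: 0% = DMSO wells and 100% = unlabeled Bim-BH3 peptide competitor; inhibitors lower millipolarization by displacing the labeled peptide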
# * = called active by the depositor; ? = inconclusive; nt = no result given.
Structure,GLD-1 TGE inh,MCL1-BIM inh,PME-1 inh,pPAFAH FP inh,MEX-5 binding,Fam108B inh,PAFAH1B2 inh,AHR act,Bcl-xL primary
COc1ccc(CN2CSC(=S)N(Cc3ccc(OC)cc3)C2)cc1,0,5,3,-4,-1.1,-7,3,-1,-2
O=C(CCSCCc1ccccn1)Nc1ccc(Cl)cn1,5,3,-1,1,0.8,0,1,-1,2
O=C(OCCN=C1NS(=O)(=O)c2ccccc21)C1CC(=O)N(c2ccc3ccccc3c2)C1 (stereo not given),9,2,7,17,0.9,-1,4,2,-1
CC(C)OC(=O)CSc1nnc2c3ccccc3n(C)c2n1,-6,11,-2,-8,0.3,1,1,6,3
CCCc1ccc(-c2ccc(C(=O)O)cc2)nc1,7,7,-6,1,3.3,-5,3,-3,8
CN(C)S(=O)(=O)c1cccc(C(=O)N2CCN(C(=O)C3CCCO3)CC2)c1 (stereo not given),2,nt,nt,-1,nt,nt,3,0,nt
O=c1c2ccccc2[nH]c(=S)n1CCCN1CCN(c2ccccc2)CC1,-3,10,-2,3,-0.7,0,0,4,4
COc1ccc(-n2c(SCC(=O)c3c(N)n(C)c(=O)n(C)c3=O)nc3ccccc32)cc1,-5,-7,-2,7,-1.6,-3,-1,12,-5

# Continuation:
Structure,GLD-1 TGE inh,MCL1-BIM inh,PME-1 inh,pPAFAH FP inh,MEX-5 binding,Fam108B inh,PAFAH1B2 inh,AHR act,Bcl-xL primary
O=C(N/N=C/c1ccc(OC(=O)c2ccccc2Br)cc1)c1ccccn1,1,6,6,2,1.7,-2,4,22,5
Cn1c(O)c(/C=N/NC(=O)c2cc3ccccc3cc2O)c2ccccc21,-52,-52,70*,62*,-22,36*,37*,26,-29
Cc1ccccc1CS(=O)(=O)c1nnc([C@H](CC(C)C)NC(=O)OC(C)(C)C)o1,4,0,0,3,0.7,1,1,0,3
CC(=O)NC(Cc1c[nH]c2ccccc12)C(=O)NCCc1ccccn1 (stereo not given),3,-1,0,-6,-2.5,-1,4,3,0
COc1ccc(-c2c(C#CC(C)(C)O)c3ccccc3n2C)cc1,18,nt,nt,5,nt,nt,7,13,nt
N#CCC(=N)N1CCN(c2ccc(Cl)cc2)CC1,9,8,4,5,0.2,4,12,6,5
CCOc1ccc2nc(SCC(=O)N3CCN(C(=O)c4ccco4)CC3)sc2c1,-5,2,-3,1,-4.3,2,-3,1,-2
Cc1ccccc1N(CC(=O)NC1CCCCC1)C(=O)CCCC(=O)Nc1ccccn1,2,3,-1,8,-3.5,1,2,0,5

# Copied from the listing, 10 compounds:
Structure,GLD-1 TGE inh,MCL1-BIM inh,PME-1 inh,pPAFAH FP inh,MEX-5 binding,Fam108B inh,PAFAH1B2 inh,AHR act,Bcl-xL primary
O=c1c2ccccc2[nH]c(=S)n1CCCN1CCN(c2ccccc2)CC1,-3,10,-2,3,-0.7,0,0,4,4
COc1ccc(-n2c(SCC(=O)c3c(N)n(C)c(=O)n(C)c3=O)nc3ccccc32)cc1,-5,-7,-2,7,-1.6,-3,-1,12,-5
O=C(N/N=C/c1ccc(OC(=O)c2ccccc2Br)cc1)c1ccccn1,1,6,6,2,1.7,-2,4,22,5
Cn1c(O)c(/C=N/NC(=O)c2cc3ccccc3cc2O)c2ccccc21,-52,-52,70*,62*,-22,36*,37*,26,-29
Cc1ccccc1CS(=O)(=O)c1nnc([C@H](CC(C)C)NC(=O)OC(C)(C)C)o1,4,0,0,3,0.7,1,1,0,3
CC(=O)NC(Cc1c[nH]c2ccccc12)C(=O)NCCc1ccccn1 (stereo not given),3,-1,0,-6,-2.5,-1,4,3,0
COc1ccc(-c2c(C#CC(C)(C)O)c3ccccc3n2C)cc1,18,nt,nt,5,nt,nt,7,13,nt
N#CCC(=N)N1CCN(c2ccc(Cl)cc2)CC1,9,8,4,5,0.2,4,12,6,5
CCOc1ccc2nc(SCC(=O)N3CCN(C(=O)c4ccco4)CC3)sc2c1,-5,2,-3,1,-4.3,2,-3,1,-2
Cc1ccccc1N(CC(=O)NC1CCCCC1)C(=O)CCCC(=O)Nc1ccccn1,2,3,-1,8,-3.5,1,2,0,5

# (listing goes on)
Structure,GLD-1 TGE inh,MCL1-BIM inh,PME-1 inh,pPAFAH FP inh,MEX-5 binding,Fam108B inh,PAFAH1B2 inh,AHR act,Bcl-xL primary
CCN(CC)C(=O)Cn1c(C)c(/C=C/c2cc[n+](C)cc2)c2ccccc21,60*,-215,-1,1,?,-1,-4,-2,-98
O=C(CSc1nnc(-c2ccco2)o1)Nc1c(F)cccc1F,1,-1,-4,1,nt,nt,0,0,-5
O=C(c1cccc(C(=O)N2CCN(c3ccccc3F)CC2)n1)N1CCN(c2ccccc2F)CC1,3,6,-7,5,-3.5,-5,2,1,1
S=C(NC1CCCC1)N1CCN(c2ncccn2)CC1,4,2,-4,-6,1.7,-3,7,1,1
O=C(NC1CCN(S(=O)(=O)c2ccccc2F)CC1)c1ccco1,6,1,-1,5,-2.6,-2,2,0,1
Cc1ccc(-c2nc3sc(C#N)c(N)n3c(=O)c2C#N)cc1,-17,-7,-8,-3,?,-10,10,47,17
COc1ccc(NC(=S)NC2CC3CCC(C2)N3Cc2ccco2)cc1 (stereo not given),1,-3,-5,-11,0.6,-7,7,7,-4
O=C(COC(=O)C1=COCCO1)NC1CCCCCCC1,0,3,3,2,-1.0,1,3,2,2

# Further entries:
Structure,GLD-1 TGE inh,MCL1-BIM inh,PME-1 inh,pPAFAH FP inh,MEX-5 binding,Fam108B inh,PAFAH1B2 inh,AHR act,Bcl-xL primary
CCN(C(=O)[C@@H]1CCCN1C(=O)c1cccs1)c1nc2cc(Cl)ccc2s1,6,-4,-9,17,0.1,-8,-1,8,2
COc1ccccc1N(C(=O)c1ccco1)C(C(=O)NC1CCCC1)c1cccnc1 (stereo not given),1,-10,4,2,-0.2,-5,1,-2,-2
CCN(CC)S(=O)(=O)c1ccc(N2CCOCC2)c(NC(=O)CNCCc2ccccc2)c1,0,-2,6,6,-0.6,0,-2,1,2
Cc1cccn2c(=O)nc(SCC(=O)NCc3ccc(F)cc3)nc12,-1,8,6,8,-2.6,-1,3,-3,1
CC(=O)N1c2ccccc2C2(C)C(C1(C)C)C2(Cl)Cl (stereo not given),5,-2,-2,3,-2.3,-1,-3,1,-2
Cc1cccc(NC(=O)N2CCCC(CNC(=O)c3ccccc3Cl)C2)c1C (stereo not given),-4,-2,8,8,-1.7,-2,2,1,-3
CC(=O)c1ccc(N2CCN(C(=S)Nc3ccc(Cl)c(Cl)c3)CC2)cc1,5,8,-18,-3,-1.3,-15,-7,3,7
CCOc1ccc(N2CC(C(=O)NCc3ccccn3)CC2=O)cc1 (stereo not given),4,-1,0,7,0.5,3,-4,-2,1

# Going on with the list.
Structure,GLD-1 TGE inh,MCL1-BIM inh,PME-1 inh,pPAFAH FP inh,MEX-5 binding,Fam108B inh,PAFAH1B2 inh,AHR act,Bcl-xL primary
CCOC(=O)N1CCN(CC(=O)Nc2ccc(C)cc2)CC1,8,-2,-2,1,-2.4,3,-3,4,7
CC(C)CC(=O)NS(=O)(=O)c1ccc(NS(C)(=O)=O)cc1,-6,8,-3,-1,2.6,-4,-1,1,4
COC(=O)c1ccccc1OCCCOc1ccc(C)cc1OC,-7,-7,-1,1,-2.5,-1,nt,-13,5
CCCCn1c(=O)c2c(c3ccccc31)OCC(=O)N2,5,-1,-8,2,0.5,4,nt,26,0
COc1ccc([C@@H]2CC=C(C(=O)O)[C@H](c3ccc(Cl)cc3)N2S(=O)(=O)c2ccc(C)cc2)cc1OC,8,7,0,3,nt,3,12,1,-1
O=C(NCc1ccc(F)cc1)c1ccc(N2CCc3ccccc32)c([N+](=O)[O-])c1,8,6,15,16,-0.4,16,12,-1,9
Cc1ccsc1/C=C/c1ccc2ccccc2n1,-2,-28,2,3,-0.2,3,-2,42,-9
Cc1nnc(C)n1/N=C/c1cccc([N+](=O)[O-])c1,4,4,0,3,1.2,2,1,-3,3

# (further entries)
Structure,GLD-1 TGE inh,MCL1-BIM inh,PME-1 inh,pPAFAH FP inh,MEX-5 binding,Fam108B inh,PAFAH1B2 inh,AHR act,Bcl-xL primary
Cc1ccc(N)cc1O,2,2,-3,7,nt,nt,5,32,7
CC(NC(=O)c1ccc(OC2CCN(C(=O)c3cccnc3)CC2)cc1)C1CC1 (stereo not given),0,4,-3,-9,-1.5,-2,3,-1,4
CC(C)Oc1ccccc1C1CC(=O)Nc2c1c(=O)n(C)c(=O)n2C (stereo not given),3,1,5,3,-2.1,1,nt,-1,1
Cc1ccc(C(=O)NCC(c2ccc(F)cc2)N2CCOCC2)s1 (stereo not given),0,nt,nt,1,nt,nt,3,2,nt
CCc1c(C)sc(NC(NC(C)=O)(C(=O)OC)C(F)(F)F)c1C#N (stereo not given),-2,1,0,1,-2.4,4,0,-2,2
CCOC(=O)C1=C(C)NC2=C(C(=O)CC(C)(C)C2)C1c1coc2ccccc2c1=O (stereo not given),8,0,7,2,0.6,-2,7,5,-1
Cc1ccc(-c2csc(N(Cc3ccco3)C(=O)c3cccs3)n2)cc1,6,4,-8,-2,nt,-8,0,10,6
O=C(NC1CC1)C1CCN(C2CCN(C(=O)c3ccc4cccc(F)c4n3)CC2)CC1,-6,2,7,-3,nt,-4,2,5,5

# Remaining list, next part:
Structure,GLD-1 TGE inh,MCL1-BIM inh,PME-1 inh,pPAFAH FP inh,MEX-5 binding,Fam108B inh,PAFAH1B2 inh,AHR act,Bcl-xL primary
C=CCN(CC(=O)NC1CCS(=O)(=O)C1)S(=O)(=O)c1ccccc1C(F)(F)F (stereo not given),-3,3,-2,1,0.2,-3,-2,0,-8
COc1ccc(C(=O)NCCCNC(=O)c2ccccn2)cc1,3,0,-1,0,0.5,2,0,-1,1
Cc1c(Cl)cccc1NC(=S)NN1CCOCC1,-4,7,1,4,-0.4,8,6,1,0
O=C1CCC(C(=O)Nc2ccccc2)N1 (stereo not given),-9,-2,-5,3,3.5,0,4,7,-4
O=C(O)c1nn(-c2ccccc2)ccc1=O,-6,-4,-2,2,0.0,2,1,7,8
Cc1ccc(/C=C/C(=O)OCC(=O)NCCN2C(=O)CSC2=O)o1,5,4,-7,-5,1.7,-2,3,3,8
COc1ccc(NC2CCCN(C(=O)c3ccncc3)C2)cc1 (stereo not given),13,7,-2,-1,-0.7,4,1,2,7
COc1ccccc1N=Nc1ccc(N)c(C)c1,0,0,2,2,-0.2,-1,1,60*,1

# Next structures:
Structure,GLD-1 TGE inh,MCL1-BIM inh,PME-1 inh,pPAFAH FP inh,MEX-5 binding,Fam108B inh,PAFAH1B2 inh,AHR act,Bcl-xL primary
CCOc1cc(/C=N/O)ccc1OCC(=O)Nc1cccc(C)c1,-3,2,-8,-6,2.0,2,5,7,-3
C=CCOCC(O)CS(=O)(=O)Cc1ccc(Cl)cc1 (stereo not given),-1,-4,3,9,0.2,-5,2,0,0
CCOc1cccc(C(=O)Nc2ccccc2OC(F)F)c1,5,7,4,3,2.6,1,-1,-3,4
CS(=O)(=O)N(CC(=O)N/N=C/c1ccc(OCC(=O)N2CCOCC2)cc1)c1ccccc1Cl,4,-5,1,4,-0.3,3,3,7,-4
CCOC(=O)/C(C#N)=N/Nc1ccc(S(=O)(=O)N2CCc3ccccc32)cc1,1,5,4,15,-0.1,6,13,15,1
CCC(=O)c1ccccc1OCCN1C(=O)NC(C)(C)C1=O,5,-9,-5,3,-2.2,-4,1,2,-3
O=C(CN1C(=O)CC(c2ccco2)Sc2ccccc21)NC1CCCCC1 (stereo not given),2,2,0,3,1.0,0,7,1,3

# A portion of the library. The share of hits here may be higher or lower than overall.
